SRC3 TRFRET art = TR-FRET detection interference compounds, artefact control for PPARgamma SRC-3 recruitment agonists, biochemical, TR-FRET ratio. TR-FRET artefact counter-screen, PPARgamma/SRC-3 format; active compounds read high. TR-FRET ratio at 8 µM. hit rate 0.39% among 99,000; in the data active means TR-FRET ratio above about 2000; further: inactives centre near 1600
SRC1 TRFRET art = TR-FRET detection interference compounds, primary screen, artefact control for PPARgamma SRC-1 recruitment agonists, biochemical, TR-FRET emission ratio. TR-FRET detection artefact counter-screen; active compounds read high. TR-FRET ratio at 8 µM. hit rate 0.34% among 99,000; in the data active means TR-FRET ratio above about 2300; further: inactives centre near 1800
Numbers without * were called inactive. This is a subset; the hit share may differ from the screen's.

Fields – SRC3 TRFRET art, SRC1 TRFRET art
O=C(O)c1ccccc1NS(=O)(=O)c1ccc2c(c1)OCCO2
→ 1413, 1693
Cc1ccc2c(Cl)c(C(=O)Nc3ccc4c(c3)OCO4)sc2c1
→ 1639, 1827
COc1ccc(-c2nc(N)sc2C2(O)C(=O)Nc3c(Br)cc(F)cc32)cc1OC (stereo not drawn)
→ 1528, 1620
Cc1cc(N/N=C\c2ccccc2)nc(-c2ccccc2O)n1
→ 1673, 2104
CC(=O)Nc1sc(/C(C#N)=C\c2cccc(Cl)c2)nc1-c1ccc(C)cc1
→ 1590, 1687
COc1ccc(C(CNc2ccc(S(=O)(=O)N3CCCC3)cc2[N+](=O)[O-])N2CCCC2)cc1 (stereo not drawn)
→ 1591, 1730
OCCC1CN(Cc2ccccn2)CCN1C1CCCC1 (stereo not drawn)
→ 1648, 1610
COC(=O)c1ccc(CN(c2ccccc2Cl)S(C)(=O)=O)cc1
→ 1500, 2173
Cc1ccc(N(C(=O)c2ccc(S(=O)(=O)N3CCOCC3)cc2)C2C=CS(=O)(=O)C2)cc1 (stereo not drawn)
→ 1714, 2033
COc1ccc(CNCC(O)(c2ccccc2)c2ccccc2)cc1OC
→ 1472, 1817
CNC(=S)N1N=C(c2ccccc2)CC1c1ccccc1Cl (stereo not drawn)
→ 2267*, 2109
N#CSCC(=O)c1cccc2ccccc12
→ 1747, 2164
Cn1cc(CC(=O)NCCN2CCOCC2)c2ccccc21
→ 1819, 1991
CCCc1cc(=O)[nH]c(SCC(=O)c2cc(C)n(CC(F)(F)F)c2C)n1
→ 1601, 1654
Cc1noc2ncnc(Oc3cc(Cl)ccc3Cl)c12
→ 1497, 1480
O=C(O)c1ccc(CSc2nc3ccc(N4C(=O)C5C6C=CC(C6)C5C4=O)cc3s2)cc1 (stereo not drawn)
→ 1765, 2036
O=C(CNC(=O)c1ccc(S(=O)(=O)N2CCCC2)cc1)N/N=C/c1ccco1
→ 1697, 1888
O=C(Nc1ccc([N+](=O)[O-])cc1)Nc1ccc2[nH]c(=O)[nH]c2c1
→ 1503, 2071
COc1cc(C)ccc1S(=O)(=O)n1nc(C)cc1C
→ 1487, 1788
Cc1ccccc1Cn1cc(NC(=O)c2cc(-c3ccco3)on2)cn1
→ 1580, 1971
Cc1ccc(N=Cc2sccc2C)cc1C
→ 1525, 1641
Nc1ccccc1C(=O)NCc1ccc(Cl)cc1
→ 1612, 1961
Cc1cs/c(=N\N=C\c2ccccc2)n1Cc1ccco1
→ 1728, 1756
O=C(CSc1cccc[n+]1[O-])Nc1cc(S(=O)(=O)N2CCOCC2)ccc1Cl
→ 1605, 1847
C/C(N)=C(/C#N)C(=O)CSc1nc2ccccc2c(=O)n1Cc1ccc(C)cc1
→ 1745, 1842
Cc1c(C2N3CC4(C)CN2CC(C)(C3)C4=O)c2ccccc2n1C (stereo not drawn)
→ 1309, 1925
Cc1cccc(C)c1OCC(=O)N/N=C/c1ccncc1
→ 1666, 1824
Cc1ccc(C(=O)Nc2ccc(C(F)(F)F)n(C)c2=O)cc1
→ 1675, 1790
Cn1c(-c2ccc(F)cc2)cnc1SCC(=O)N1CCCc2ccccc21
→ 1591, 1777
CCC(c1nnc(SCC(=O)Nc2ccc(S(N)(=O)=O)cc2)n1Cc1ccccc1)N(C)C (stereo not drawn)
→ 1658, 1786
COc1ccc(-c2csc(N(CCCN(C)C)C(=O)c3cccs3)n2)cc1
→ 1557, 1918
CCn1ncc(CN2CCN(Cc3ccc(OC)c(C)c3C)C(CCO)C2)c1C (stereo not drawn)
→ 1640, 1950
NC(=O)COC(=O)c1ccc(-c2ccccc2)cc1
→ 1370, 1361
CS(=O)(=O)c1cccc(NC(=O)c2ccc(Cl)c(Cl)c2)c1
→ 1589, 1882
CSCCC(NC(N)=O)C(=O)Nc1ccc(C)cc1 (stereo not drawn)
→ 1729, 2014
CC(C)c1ccc(C(=O)NC2=NCCS2)cc1
→ 1522, 1725
CCOc1cc(N2CCOCC2)c(OCC)cc1NC(=O)c1ccc(NC(C)=O)cc1
→ 1541, 1804
COC(=O)C(NNc1ccc(F)cc1)(NC(=O)c1ccccc1)C(F)(F)F (stereo not drawn)
→ 1659, 1995
COc1ccc2c(C)cc(SCC(=O)N(C)C3CCS(=O)(=O)C3)nc2c1 (stereo not drawn)
→ 1654, 2052
O=C(O)c1cccc(NC(=S)N/N=C/c2ccccc2OCc2ccc(Br)cc2)c1
→ 1682, 1659
O=[N+]([O-])c1cccc(CSc2nnc3ccccn23)c1
→ 1649, 1948
CC1CCN(CCCOc2ccc(Br)cc2Cl)CC1
→ 1611, 1763
CC(C)CCn1c(N2CCc3ccccc3C2)nc2c1c(=O)[nH]c(=O)n2C
→ 1665, 2072
CC(C)C(=O)NC(=S)Nc1sc2c(c1C(N)=O)CCCC2
→ 1723, 1685
O=c1cc(Nc2cccc(Br)c2)[nH]c(=O)[nH]1
→ 1530, 2007
Cc1c(Cl)cccc1NC(=S)NC(=O)CCN1C(=O)c2ccccc2C1=O
→ 1577, 1535
CC[N+](C)(CC)CC(O)COCC1COc2ccccc2O1 (stereo not drawn)
→ 1574, 1981
Cc1ccc2nc(N=C(N)N)nc(C)c2c1
→ 1501, 1659
Cc1ccc(/C=N/NC(=O)C(C)NC(=O)c2ccccc2)cc1 (stereo not drawn)
→ 1588, 1574
COc1cccc(-n2c(N)c(C#N)c3ccc([N+](=O)[O-])cc3c2=O)c1
→ 1639, 1747
CCOC(=O)C1=C(c2ccccc2)OC(N)=C(C#N)C1c1ccc(Br)s1 (stereo not drawn)
→ 1829, 2019
O=C(N/N=C/c1cccc([N+](=O)[O-])c1)c1cc(-c2ccc3c4c(cccc24)CC3)n[nH]1
→ 1514, 1771
Cc1ccc(NCC(=O)NNC2=NCCC2)c(C)c1
→ 1713, 1957
Cc1ccccc1NC(=O)c1cccc(NC(=O)CCC(=O)O)c1
→ 1659, 1805
O=C(c1cc2ccccc2[nH]1)N1CCOCC1
→ 1579, 1894
O=C(CNC(=S)NC(=O)c1ccc(Br)o1)c1ccccc1
→ 1500, 1557
CCOc1cc2[nH]c(=O)n(Cc3ccc(C(=O)NCCCN4CCC(C)CC4)cc3)c(=O)c2cc1OCC
→ 1512, 1885
O=C(CNc1ccc(F)cc1)N/N=C/C1CC=CCC1 (stereo not drawn)
→ 1579, 1389
C=CCNC(=O)Cn1nc(-c2ccccc2)ccc1=O
→ 1216, 1665
C/C(CCc1ccco1)=N\NC(=O)CNc1cccc2ccccc12
→ 1635, 1650

Structures shown so far containing a COOH group (four):
Fields – SRC3 TRFRET art, SRC1 TRFRET art
O=C(O)c1ccccc1NS(=O)(=O)c1ccc2c(c1)OCCO2
→ 1413, 1693
O=C(O)c1ccc(CSc2nc3ccc(N4C(=O)C5C6C=CC(C6)C5C4=O)cc3s2)cc1 (stereo not drawn)
→ 1765, 2036
O=C(O)c1cccc(NC(=S)N/N=C/c2ccccc2OCc2ccc(Br)cc2)c1
→ 1682, 1659
Cc1ccccc1NC(=O)c1cccc(NC(=O)CCC(=O)O)c1
→ 1659, 1805

Following part:
Fields – SRC3 TRFRET art, SRC1 TRFRET art
O=S(=O)(NCC(c1ccco1)N1CCN(c2ccc(F)cc2)CC1)c1ccc(F)cc1 (stereo not drawn)
→ 1869, 1850
COc1ccc(/C=C2/NC(=O)N(Cc3ccccc3F)C2=O)cc1OC
→ 1674, 1809
Cc1ccc(/C=C/C(=O)Nc2nc3ccccc3[nH]2)cc1
→ 1600, 1897
CC(C)C(=O)NC(=S)Nc1ccccc1N1CCN(C(=O)c2ccc(Cl)cc2)CC1
→ 1610, 1670
NC(=O)C1CCCN(C(=S)Nc2ccccc2)C1 (stereo not drawn)
→ 1561, 1691
Cc1c(C(=O)NCCCc2ccccc2)cccc1[N+](=O)[O-]
→ 1679, 1825
CCOC(=O)Cc1csc(NC(=O)Cc2ccccc2[N+](=O)[O-])n1
→ 1522, 1783
O=C(Nc1ccccc1)C1=C[C@@H](C2CC2)C[C@@H](OCc2ccc(CO)cc2)O1
→ 1673, 1485
Cc1ccc(C)c(N2CCN(CCCNC(=O)Cn3cc4c(n3)CCCCC4)CC2)c1
→ 1523, 1683
Cc1ccc(/C([O-])=C(/C(=S)NCc2ccco2)[n+]2ccccc2)cc1[N+](=O)[O-]
→ 1322, 1623
CCOc1ccccc1CNC(=O)c1ccc(Sc2ccc(Cl)cc2)c(NC(C)=O)c1
→ 1999, 1760
N#CCSc1ccc(-c2nc3ccccc3[nH]2)cn1
→ 1421, 1698
O=C1CN(C(=O)/C=C/c2cccc(Cl)c2)c2ccccc2N1
→ 1417, 1755
CC(C)c1ccc(NC(=O)COC(=O)c2c[nH]c(=O)[nH]c2=O)cc1
→ 1643, 1996
CC1(C)Cc2nc(Cl)c(C(=O)O)cc2CO1
→ 1596, 1942
COCCNC(=O)C(NC(=O)C1CCCCC1)C12CC3CC(CC(C3)C1)C2 (stereo not drawn)
→ 1464, 1650
CC1=NN2C(=N)/C(=C\c3cc(C)n(-c4ccccc4)c3C)C(=O)N=C2S1
→ 1526, 1938
O=C(Nc1nc2ccccc2s1)C1c2ccccc2Oc2ccccc21
→ 1577, 1808
O=C1CN2C(=Nc3ccc(Cl)cc3C2c2ccccc2)CN1 (stereo not drawn)
→ 1639, 1841
Cc1ccc(NC(=O)CN(c2ccc(C)cc2)S(=O)(=O)c2cccc3nonc23)cc1
→ 1783, 1808
O=C(O)c1ccc(-c2nc(-c3ccc(Cl)cc3Cl)cs2)cc1
→ 1700, 1953
CCCCC(=O)NS(=O)(=O)c1ccc(NS(C)(=O)=O)cc1
→ 1553, 1801
O=C(C(c1ccccc1)c1ccccc1)N1CCN(CC(O)COc2ccccc2)CC1 (stereo not drawn)
→ 1454, 1596
CCC(CC)NC(=O)Nc1ccccc1C
→ 1728, 1865
c1ccc(CN2CCC(Nc3nc(-c4cccs4)nc4ccccc34)CC2)cc1
→ 1725, 1862
O=C(O)c1ccccc1C(=O)Nc1ccc(-c2csc(-c3ccccc3)n2)cc1
→ 1755, 1823
Cc1cc(N2CCOCC2)nc(-c2ccccc2O)n1
→ 1535, 1718
CC(CNS(=O)(=O)c1ccccc1)(c1ccccc1)N1CCOCC1 (stereo not drawn)
→ 1647, 1707
Cn1c(N)c(S(=O)(=O)N2CCN(C(=O)c3ccco3)CC2)c(=O)n(C)c1=O
→ 1545, 1966
O=C(O)CC(NC(=O)c1sc2ccccc2c1Cl)c1ccc(OC2CCCC2)cc1 (stereo not drawn)
→ 1564, 1881
CCN1CCN(CCCNc2ncnc3nc[nH]c23)CC1
→ 1626, 2118
CSc1sc(C)cc1C=O
→ 1414, 2096
Cc1ccccc1NC(=O)/C=C1\SC(=O)NC1=O
→ 1653, 1731
CCCCNC(=O)C1CCN(c2nc(C)cc(C)n2)CC1
→ 1594, 1572
O=C(NC(=S)Nc1ccc(N2CCOCC2)cc1)c1ccco1
→ 1603, 1934
O=C(NCC1CCCO1)c1ccc2c(=O)n(Cc3ccc(Cl)cc3)c(=S)[nH]c2c1 (stereo not drawn)
→ 1494, 1932
Cc1onc(C(=O)NCc2cccs2)c1[N+](=O)[O-]
→ 1728, 1883
COc1cccc(NC(=O)C(Sc2nnc(-c3ccncc3)n2-c2ccc(Cl)cc2)c2ccccc2)c1 (stereo not drawn)
→ 1661, 1956
CC(C)OCCCNC(=O)C1CCC(CNS(=O)(=O)c2ccc(Cl)cc2)CC1 (stereo not drawn)
→ 1539, 1657
CC(C)N(C(=O)c1ccc2nc(-c3ccccc3)c(-c3ccccc3)nc2c1)C(C)C
→ 1567, 1754
C=CCN(CC=C)C(=O)c1cc(Cl)ccc1[N+](=O)[O-]
→ 1609, 1906
c1ccc2[nH]c(NCc3ccc4c(c3)OCO4)nc2c1
→ 1554, 1703
CCOC(=O)Cn1nc(-c2ccc(C)cc2)c2ccccc2c1=O
→ 1714, 1777
CC(=O)Nc1ccc(NC(=O)C2CC(=O)N(c3cccc(Cl)c3)C2)cc1 (stereo not drawn)
→ 1662, 1888
COc1ccc(C(=O)NC(Nc2ccc(C)cc2)C(Cl)(Cl)Cl)cc1 (stereo not drawn)
→ 1848, 1859
CCCCNC(=O)OC(C)CNC(=O)Oc1cccc(C)c1 (stereo not drawn)
→ 1494, 1769
COc1ccc(-c2nc3ccc(C(=O)NCC(OC)OC)cc3nc2-c2ccc(OC)cc2)cc1
→ 1815, 1638
COc1ccc(NC(=O)CSc2nccn2-c2ccccc2)c(OC)c1
→ 1449, 1503
CN(C)CCCN(C(=O)c1cccc(N2C(=O)CCC2=O)c1)c1nc2cc3c(cc2s1)OCO3
→ 1635, 1991
O=C(COc1ccc(Cc2ccccc2)cc1)c1ccc(F)cc1
→ 1498, 1852
O=[N+]([O-])c1cc(/C=N/O)ccc1Oc1cccc(Cl)c1
→ 1483, 1797
O=C(CSc1nnnn1-c1ccccc1)c1ccco1
→ 1578, 1748
CCN(CC)C(=O)CSc1nc2cc3c(cc2c(=O)n1Cc1ccco1)OCO3
→ 1629, 1918
CCOC(=O)CNC(=S)N(CCCN1CCCCCC1)Cc1cccs1
→ 1657, 1843
Cc1cc(Br)c(NC(=O)c2ccccc2[N+](=O)[O-])cc1C
→ 1460, 1706
C=CCC1C=C(C)CC(CC=C)N1 (stereo not drawn)
→ 1525, 1731
Cc1ccccc1NC(=O)COC(=O)Cc1cccc(C(F)(F)F)c1
→ 1643, 1905
Cn1c(=O)c([N+](=O)[O-])c(Oc2ccccc2)c2ccccc21
→ 1400, 1593
O=C(CC(c1ccccc1)(c1ccccc1)c1ccccc1)N[C@@H](Cc1ccc(O)cc1)C(=O)O
→ 1514, 1756
O=C(NCCc1ccccc1)c1cc(=O)[nH]c2ccccc12
→ 1393, 1568

Whole records from above. Order of screens: SRC3 TRFRET art, SRC1 TRFRET art
`COc1cccc(NC(=O)C(Sc2nnc(-c3ccncc3)n2-c2ccc(Cl)cc2)c2ccccc2)c1` (stereo not drawn) is listed as 1661, 1956
`C=CCN(CC=C)C(=O)c1cc(Cl)ccc1[N+](=O)[O-]` is listed as 1609, 1906
`Cn1c(=O)c([N+](=O)[O-])c(Oc2ccccc2)c2ccccc21` is listed as 1400, 1593
`COc1ccc(C(=O)NC(Nc2ccc(C)cc2)C(Cl)(Cl)Cl)cc1` (stereo not drawn) is listed as 1848, 1859

Source: PubChem BioAssay (The Scripps Research Institute Molecular Screening Center)
